Bioassay records: PubChem BioAssay, Broad Institute
TcdB inh: inhibitors of Clostridioides difficile toxin B glycohydrolase; inhibition, % at 9.99 µM; TcdB glycohydrolase enzymatic assay, plate reader; actives 0.24% (n = 350,000); in the data active means inhibition above about 10%
* marks the source's active call; other numbers are inactive results. A portion of the library; the hit share may differ from the screen's.

SMILES	TcdB inh
C[C@@H]1CCCCO[C@H](CN(C)S(=O)(=O)c2cccs2)[C@@H](C)CN([C@H](C)CO)C(=O)c2cc(NS(=O)(=O)c3ccc(Cl)cc3)ccc2O1	-2.1
COc1ccc(S(=O)(=O)N[C@H]2CC[C@@H](CCNC(=O)CN3CCOCC3)O[C@@H]2CO)cc1	0.4
C[C@@H]1CN([C@H](C)CO)C(=O)Cc2cc(NS(=O)(=O)c3cn(C)cn3)ccc2O[C@H]1CN(C)C(=O)Nc1ccc(C(F)(F)F)cc1	-0.6
COc1ccc(NC(=O)N(C)C[C@H]2OCCCC[C@@H](C)Oc3ccc(NS(=O)(=O)c4cn(C)cn4)cc3C(=O)N([C@@H](C)CO)C[C@H]2C)cc1	-1.7
O=C1[C@@H]2[C@H](C(=O)N1c1ccccc1)[C@@]13COC[C@H](c4ccccc4)N1C(=O)[C@]2(C(=O)NCc1ccccc1)O3	0.1
CN1C(=O)c2cc(NC(=O)c3ccc(Cl)cc3)ccc2OC[C@H]2O[C@@H](CC(=O)NCc3cccc(F)c3)CC[C@@H]21	-0.6
C[C@@H]1CCCCO[C@@H](CN(C)C(=O)c2ccccc2)[C@@H](C)CN([C@@H](C)CO)C(=O)c2cc(NS(=O)(=O)c3ccccc3)ccc2O1	-1.2
C[C@@H]1CN([C@@H](C)CO)C(=O)c2cc(NS(=O)(=O)c3cccs3)ccc2O[C@@H]1CN(C)CC1CC1	0.4
CCCC(=O)Nc1ccc2c(c1)C(=O)N(C)C[C@@H](OC)[C@H](C)CN(C)[C@@H](C)CO2	1.3
C[C@H](O)C#Cc1ccc([C@@H]2[C@H]3CN(S(=O)(=O)Cc4ccccc4)CCCCN3[C@H]2CO)cc1	0.7
COCC(=O)Nc1ccc2c(c1)OC[C@H](C)N(CC1CCCCC1)C[C@@H](C)[C@H](OC)CN(C)C2=O	2.0
N#C[C@H]1[C@H](c2ccc(C3=CCCC3)cc2)[C@@H](CO)N1C(=O)NC1CCCC1	-0.8
COCCOC(=O)N1C(=O)[C@@]2(c3cc(C#CCNC(N)=O)ccc31)[C@H](c1ccccc1OCCO)N1[C@H](c3ccccc3)[C@H](c3ccccc3)OC(=O)[C@H]1[C@@H]2C(N)=O	0.0
Cn1cnc(S(=O)(=O)N[C@H]2C=C[C@H](CC(=O)NCC3CC3)O[C@H]2CO)c1	-0.3
CN(C)C(=O)c1cccc(-c2ccc([C@@H]3[C@H]4CN(C(=O)C5CC5)CC(=O)N4[C@H]3CO)cc2)c1	-0.3
C[C@@H]1CN([C@H](C)CO)C(=O)c2ccccc2-c2ccccc2CO[C@H]1CN(C)C(=O)Nc1cccc(F)c1	-1.3
CCCNC(=O)N(C)C[C@H]1Oc2cc(C#CCOC)ccc2S(=O)(=O)N([C@@H](C)CO)C[C@@H]1C	-2.0
COc1ccc([Si](C)(C)[C@@H]2[C@@H](CCO)O[C@]3(C(=O)N(Cc4ccccc4)c4ccc(N5CCC5=O)cc43)[C@H]2C)cc1	1.3
OCCSCC(O)CC(O)c1ccccc1 (stereo unspecified)	-0.1
CCC(=O)N1CCC2(CC1)CN(Cc1cc(F)ccc1F)[C@@H](CO)c1c2c2ccc(OC)cc2n1C	0.0
C[C@@H]1CN([C@H](C)CO)C(=O)c2cc(NC(=O)C3CC3)ccc2O[C@@H]1CN(C)CC1CC1	0.4
CC(C)(O)c1cn([C@@H]2C[C@@H]3O[C@@H](CO)CC[C@@H]3O[C@@H]2CCc2ccc(-c3ccncc3)cc2)nn1	-2.8
O=C(C1CC1)N1CCCCN2[C@H](CO)[C@H](c3ccc(-c4ccncc4)cc3)[C@@H]2C1	0.0
COc1ccc(NC(=O)N(C)C[C@@H]2Oc3c(NC(=O)NC4CCCCC4)cccc3C(=O)N([C@@H](C)CO)C[C@@H]2C)cc1	0.3

A second format for four compounds above:
C[C@H](O)C#Cc1ccc([C@@H]2[C@H]3CN(S(=O)(=O)Cc4ccccc4)CCCCN3[C@H]2CO)cc1
  TcdB inh: 0.7

CC(C)(O)c1cn([C@@H]2C[C@@H]3O[C@@H](CO)CC[C@@H]3O[C@@H]2CCc2ccc(-c3ccncc3)cc2)nn1
  TcdB inh: -2.8

COc1ccc(NC(=O)N(C)C[C@H]2OCCCC[C@@H](C)Oc3ccc(NS(=O)(=O)c4cn(C)cn4)cc3C(=O)N([C@@H](C)CO)C[C@H]2C)cc1
  TcdB inh: -1.7

CN1C(=O)c2cc(NC(=O)c3ccc(Cl)cc3)ccc2OC[C@H]2O[C@@H](CC(=O)NCc3cccc(F)c3)CC[C@@H]21
  TcdB inh: -0.6

The results go on.
SMILES	TcdB inh
O=C(C[C@H]1C=C[C@H](NC(=O)Cc2ccccn2)[C@H](CO)O1)NCCc1ccccc1	0.8
O=C(NC[C@H]1CC[C@@H]2[C@@H](CN2Cc2ccc(Oc3ccccc3)cc2)O1)C1CCOCC1	0.4
CCC(=O)N(C)C[C@@H]1Oc2cc(C#CCN(C)C)ccc2S(=O)(=O)N([C@@H](C)CO)C[C@@H]1C	0.4
C[C@H](NC(=O)C[C@@H]1C[C@@H]2c3cc(NS(C)(=O)=O)ccc3O[C@@H]2[C@@H](CO)O1)c1ccccc1	-5.0
C[C@H](CO)N1C[C@H](C)[C@H](CN(C)Cc2ccc3c(c2)OCO3)Oc2c(NC(=O)C3CCCCC3)cccc2C1=O	0.4
COC(=O)[C@@H]1[C@@H](CO)[C@@H]2Cn3c(ccc(-c4cccc(OC)c4)c3=O)[C@@H]2N1CC1CC1	0.1
COc1ccc2c3c(n(C)c2c1)[C@H](CO)N(C(=O)C1CCCCC1)CC31CCN(C(=O)c2ccncc2)CC1	0.2
CO[C@H](CN(C)S(=O)(=O)c1ccccc1)[C@H](C)CN(Cc1ccccc1Cl)[C@H](C)CO	0.5
COc1ccc(NC(=O)N(C)C[C@@H]2Oc3c(NC(=O)C4CC4)cccc3C(=O)N([C@H](C)CO)C[C@H]2C)cc1	-0.7
Cc1ccc(S(=O)(=O)N(C)C[C@H]2Oc3ccc(NC(=O)Nc4c(C)noc4C)cc3CC(=O)N([C@H](C)CO)C[C@H]2C)cc1	1.4
CCCNC(=O)C[C@@H]1C[C@@H]2c3cc(NC(=O)Nc4ccc(F)cc4)ccc3O[C@@H]2[C@H](CO)O1	-0.3
CN1C(=O)c2cc(NC(=O)Nc3ccccc3Cl)ccc2OC[C@H]2O[C@@H](CC(=O)NCCCN3CCOCC3)CC[C@@H]21	0.2

Part of the list above, as a markdown table:
| Structure | TcdB inh |
| --- | --- |
| COc1ccc(NC(=O)N(C)C[C@@H]2Oc3c(NC(=O)NC4CCCCC4)cccc3C(=O)N([C@@H](C)CO)C[C@@H]2C)cc1 | 0.3 |
| C[C@H](NC(=O)C[C@@H]1C[C@@H]2c3cc(NS(C)(=O)=O)ccc3O[C@@H]2[C@@H](CO)O1)c1ccccc1 | -5.0 |
| CCC(=O)N(C)C[C@@H]1Oc2cc(C#CCN(C)C)ccc2S(=O)(=O)N([C@@H](C)CO)C[C@@H]1C | 0.4 |

More records
SMILES	TcdB inh
COc1ccc(S(=O)(=O)N2CC[C@H]3[C@H](CO)Nc4ccc(-c5ccc(C#N)cc5)cc4[C@H]32)cc1	-5.9
C[C@@H]1CN([C@@H](C)CO)C(=O)c2cccc(NC(=O)c3nc4ccccc4s3)c2O[C@H]1CN(C)S(=O)(=O)c1cn(C)cn1	0.0
Cc1ccccc1S(=O)(=O)N1CCCCN2[C@H](CO)[C@H](c3ccc(-c4ccccc4)cc3)[C@@H]2C1	-0.6
CC=Cc1ccc2n(c1=O)C[C@H]1[C@H](CO)[C@@H](C(=O)OC)[C@@H]2N1CC1CCCCC1 (mixture of isomers)	-0.9
CCC(=O)N[C@H]1CC[C@@H](CC(=O)NCC2CC2)O[C@H]1CO	0.5
C[C@H](CO)N1C[C@H](C)[C@H](CN(C)Cc2ccc(C(=O)Nc3ccccc3N)cc2)Oc2ccc(NS(=O)(=O)c3ccccc3)cc2CC1=O	0.0
O=C(c1ccncc1)N1CC2(C1)[C@@H](c1ccccc1)[C@@H](CO)N2C(=O)CC1CC1	-0.7
C[C@@H]1CCCCO[C@@H](CN(C)S(C)(=O)=O)[C@H](C)CN([C@@H](C)CO)C(=O)c2cc(NS(=O)(=O)c3cn(C)cn3)ccc2O1	1.1
CCCN1C[C@H](C)[C@H](OC)CN(C)C(=O)c2ccc(NC(=O)Nc3cccc(F)c3)cc2OC[C@@H]1C	0.0
O=C(C[C@H]1C[C@@H]2c3cc(NC(=O)CC4CC4)ccc3O[C@@H]2[C@H](CO)O1)NCc1ccc2c(c1)OCO2	-8.6
C[C@@H](O)C#Cc1ccc2c(c1)O[C@@H](CN(C)Cc1ccncc1)[C@@H](C)CN([C@@H](C)CO)S2(=O)=O	-0.1
CCCC#Cc1cnc2c(c1)C(=O)N([C@@H](C)CO)C[C@@H](C)[C@H](CN(C)C(=O)Cc1ccncc1)O2	-0.1
C[C@H](CO)N1C[C@H](C)[C@@H](CN(C)S(=O)(=O)c2ccc(F)cc2)OCCCC[C@H](C)Oc2ccc(NC(=O)c3ccccc3)cc2C1=O	0.7
CCCN1[C@@H]2Cn3c(ccc(-c4cccc(OC)c4)c3=O)[C@H]1[C@@H](C(=O)NCC)[C@@H]2CO	-1.9
C[C@@H]1CN([C@@H](C)CO)S(=O)(=O)c2ccc(C#CC3CC3)cc2O[C@@H]1CN(C)C(=O)c1ccncc1	0.0
C[C@@H]1CN([C@@H](C)CO)C(=O)c2cc(NC(=O)Nc3cccc4ccccc34)ccc2O[C@@H](C)CCCCO[C@@H]1CN(C)C(=O)NC1CCCCC1	-0.5
C[C@H](CO)N1C[C@H](C)[C@H](CN(C)C(=O)Nc2cccc3ccccc23)Oc2ccc(NC(=O)NC3CCCCC3)cc2C1=O	-0.5
CCNC(=O)Nc1ccc2c(c1)C(=O)N(C)[C@@H]1CC[C@H](CC(=O)NC3CCCCC3)O[C@@H]1CO2	-2.3
CC(C)C#Cc1cnc2c(c1)C(=O)N([C@@H](C)CO)C[C@H](C)[C@@H](CN(C)C(=O)Nc1ccccc1)O2	1.1
C/C=C/c1ccc([C@H]2[C@@H](CO)N(CC3CCCC3)C23CN(C(=O)CC)C3)cc1	-1.0
CC(C)NC(=O)N(C)C[C@H]1Oc2ccc(NS(=O)(=O)c3cccs3)cc2CC(=O)N([C@@H](C)CO)C[C@@H]1C	-1.0
O=C([C@H]1[C@H](CO)[C@H]2Cn3c(ccc(C4=CCCC4)c3=O)[C@H]2N1Cc1nccs1)N1CCCCC1	0.2
C[C@@H]1CN([C@H](C)CO)C(=O)c2cc(NS(=O)(=O)c3ccc(F)cc3)ccc2O[C@@H]1CN(C)S(=O)(=O)c1ccc(F)cc1	-4.6
CC(C)CC#Cc1ccc([C@H]2[C@@H](CO)N3C(=O)CN(S(=O)(=O)c4cccc(F)c4)C[C@H]23)cc1	-1.5
C[C@H]1CN([C@@H](C)CO)C(=O)c2cc(NC(=O)Nc3ccc4c(c3)OCO4)ccc2O[C@H]1CN(C)C(=O)Nc1ccc(C(F)(F)F)cc1	-0.3
O=C(C[C@@H]1CC[C@H]2[C@@H](COC[C@@H](O)CN2C(=O)c2cc(Cl)cc(Cl)c2)O1)N1CCc2ccccc2C1	0.1
COC(=O)C[C@@H]1CC[C@@H]2[C@H](COc3ccc(NC(=O)C4CC4)cc3C(=O)N2C)O1	0.5
O=C(NCC[C@H]1CC[C@H](NS(=O)(=O)c2ccc(F)cc2)[C@H](CO)O1)c1ccccc1F	0.5
C[C@H](CO)N1C[C@H](C)[C@@H](CN(C)C(=O)c2ccc(F)cc2)Oc2ncc(C3=CCCCC3)cc2C1=O	0.0
CN1CCN(C(=O)C[C@H]2CC[C@@H]3[C@H](COC[C@@H](O)CN3Cc3cccc(Cl)c3)O2)CC1	-3.4
CC(C)C#Cc1ccc2c(c1)O[C@H](CN(C)CC1CCOCC1)[C@@H](C)CN([C@H](C)CO)S2(=O)=O	0.5
C[C@H]1CN([C@@H](C)CO)C(=O)CCCn2cc(nn2)CO[C@H]1CN(C)S(=O)(=O)c1ccccc1F	0.6
CS(=O)(=O)N1CCCCN2[C@H](CO)[C@@H](c3ccc(Br)cc3)[C@@H]2C1	-1.7
C[C@@H]1CCCCO[C@@H](CN(C)C(=O)Cc2ccccc2)[C@@H](C)CN([C@@H](C)CO)C(=O)c2cc(NS(=O)(=O)c3ccc(Cl)cc3)ccc2O1	-2.4
CCCNC(=O)C[C@@H]1CC[C@H]2[C@@H](COC[C@H](O)CN2C(=O)c2ccccn2)O1	-0.5
C[C@H](CO)N1C[C@H](C)[C@@H](CN(C)Cc2ccccc2C(=O)O)Oc2cc(-c3ccc(C(=O)N(C)C)cc3)ccc2S1(=O)=O	0.7
Cc1ccc(S(=O)(=O)N(C)C[C@H]2OCCCC[C@H](C)Oc3ccc(NC(=O)CCCN(C)C)cc3C(=O)N([C@H](C)CO)C[C@H]2C)cc1	0.7
CC(=O)N(C)C[C@H]1Oc2cc(-c3ccc(F)cc3)ccc2S(=O)(=O)N([C@@H](C)CO)C[C@H]1C	1.0
CCCNC(=O)Nc1ccc2c(c1)C(=O)N(C)C[C@@H](OC)[C@@H](C)CN(C(=O)C1CCC1)[C@@H](C)CO2	0.7
CC(C)NC(=O)N(C)C[C@@H]1Oc2ccc(NC(=O)Cc3cn(C)c4ccccc34)cc2C(=O)N([C@@H](C)CO)C[C@H]1C	1.4
O=C(Nc1ccccc1)N1C[C@H]2[C@@H](c3ccccc31)[C@H](CO)N2Cc1ccc(F)cc1	-2.0
O=C(C[C@@H]1CC[C@H]2[C@@H](COC[C@H](O)CN2Cc2ccc(Oc3ccccc3)cc2)O1)Nc1nccs1	1.4
COc1cccc(-c2ccc([C@H]3[C@H]4CN(C(=O)NC(C)C)CCCCN4[C@H]3CO)cc2)c1	0.4
O=C(C[C@H]1CC[C@@H]2[C@H](COC[C@@H](O)CN2CCC(F)(F)F)O1)NCC1CCCCC1	0.1
CCC(=O)N[C@@H]1C=C[C@@H](CC(=O)OC)O[C@@H]1CO	0.6
C[C@H]1CN([C@@H](C)CO)C(=O)c2cc(/C=C/c3ccccc3)cnc2O[C@H]1CN(C)C	1.0
